CRFR2-BP ag = CRF-BP/CRF-R2 complex agonism; 0.46% of 350,000 active; activation, % at 13.2 µM; HEK293 CRF-R2/CRF-BP, calcium dye fluorescence (FLIPR); percent of saturating CRF peptide response;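 active = activation of at least 50%, plus an integration ratio under a set limit after plate pattern correction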;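 also: plate controls were neutral control wells without compound for no effect and CRF at EC100 for full effect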
CHRM4 antagonist = CHRM4 antagonism in calcium assay | 0.73% of 360,000 active | CHO-hM4 cells, ACh EC80, Fluo-8 calcium fluorescence | inhibition, % at 3 µM | AID 624125;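 active = inhibition above its plate's cutoff, the mean inhibition of sample wells plus 3 SD, cut at about 27% in these data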;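 also: 0% = acetylcholine EC80 with DMSO and 100% = DMSO without agonist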
Target sequence (P08173 whole entry, looked up): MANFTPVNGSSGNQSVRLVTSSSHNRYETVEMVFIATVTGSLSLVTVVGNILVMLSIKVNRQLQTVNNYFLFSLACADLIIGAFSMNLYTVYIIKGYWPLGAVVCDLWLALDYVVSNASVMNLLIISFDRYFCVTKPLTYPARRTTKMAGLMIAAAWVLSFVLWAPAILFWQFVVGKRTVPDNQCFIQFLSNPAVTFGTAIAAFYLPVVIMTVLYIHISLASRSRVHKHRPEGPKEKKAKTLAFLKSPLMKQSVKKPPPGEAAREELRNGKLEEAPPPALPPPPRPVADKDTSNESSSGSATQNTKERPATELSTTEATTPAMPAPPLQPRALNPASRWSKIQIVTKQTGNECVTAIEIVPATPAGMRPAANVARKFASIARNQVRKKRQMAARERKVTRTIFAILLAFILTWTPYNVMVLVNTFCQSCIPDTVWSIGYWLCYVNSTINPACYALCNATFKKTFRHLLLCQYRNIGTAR
M5 PAM = positive allosteric modulators of human muscarinic M5 receptor. CHO-K1 hM5, Fluo-8 calcium, ACh EC20 PAM; 0% = ACh EC20, 100% = ACh EC100. 0.3% of 360,000 active. P08912. activation, % at 3 µM;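 active = activation above the run cutoff, the mean activation of all test compounds plus 3 SD, cut at about 18% in these data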
Target sequence (P08912 whole entry, looked up): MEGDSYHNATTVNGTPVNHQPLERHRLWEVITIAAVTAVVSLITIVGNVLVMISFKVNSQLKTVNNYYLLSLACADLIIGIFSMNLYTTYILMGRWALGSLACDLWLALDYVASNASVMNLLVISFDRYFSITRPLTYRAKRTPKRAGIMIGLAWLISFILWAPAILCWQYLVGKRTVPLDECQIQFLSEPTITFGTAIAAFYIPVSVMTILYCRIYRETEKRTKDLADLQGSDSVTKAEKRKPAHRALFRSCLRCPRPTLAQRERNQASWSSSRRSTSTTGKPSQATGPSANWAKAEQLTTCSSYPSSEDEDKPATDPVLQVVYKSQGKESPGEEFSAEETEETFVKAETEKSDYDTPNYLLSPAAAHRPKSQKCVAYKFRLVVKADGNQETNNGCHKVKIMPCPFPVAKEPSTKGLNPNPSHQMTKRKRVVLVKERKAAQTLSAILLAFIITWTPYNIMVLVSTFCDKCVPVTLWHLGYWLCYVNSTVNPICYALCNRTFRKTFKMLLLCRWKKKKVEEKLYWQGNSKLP
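system = human M5 receptor in CHO-K1 cells | compound = one concentration, 3 µM final (nominal) | schedule = Post-acetylcholine fluorescence recording 140 s | signal = Fluo-8 calcium dye fluorescence, kinetic read | benchmarks = low control EC20 acetylcholine (0%), high control EC100 acetylcholine (100%) | repeats = singlicate, one well per test compound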
CRFBP-R2 block = CRF-BP/CRF-R2 complex antagonism; HEK293 CRF-R2/CRF-BP, CRF-induced calcium fluorescence; inhibition, % at 11.8 µM; 0.59% of 350,000 active; AID 588475;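 active = inhibition of the ligand-induced calcium signal above about 50% at the single tested concentration, limit read from the data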
M4 ag = agonists of human muscarinic M4 receptor (CHRM4); AID 624127; 0.14% of 360,000 active; activation, % at 3 µM; CHO-K1 hM4/Gqi5, Fluo-8 calcium fluorescence; vehicle 0%, full acetylcholine response 100%; P08173;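 active = activation above the run mean over all test wells plus 3 SD, cut at about 32% in these data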;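 also: peak over basal fluorescence ratio per well then scaled between controls; 0% = DMSO wells and 100% = acetylcholine at EC100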
M5 ag = CHRM5 agonism in calcium assay; P08912; CHO-K1 hM5 cells, Fluo-8 calcium fluorescence; 0% DMSO wells, 100% maximal acetylcholine response; activation, % at 3 µM; 0.19% of 360,000 active; AID 624037;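 active = activation above the run's mean over test compounds plus 3 SD, cut at about 23% in these data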;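 also: signal is peak over basal fluorescence ratio across the kinetic read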
M5 antag = antagonists of human muscarinic M5 receptor (CHRM5) | 0.59% of 360,000 active | CHO-hM5 cells, Fluo-8 calcium fluorescence, ACh EC80 | inhibition, % at 3 µM | P08912;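 active = inhibition above a per-plate cutoff, the mean of that plate's test compounds plus 3 SD, cut at about 27% in these data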;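 also: 0% = acetylcholine EC80 with DMSO and 100% = DMSO without agonist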
M4 PAM = CHRM4 positive allosteric modulation; P08173; CHO-K1 hM4/Gqi5, Fluo-8 calcium fluorescence, ACh EC20; 0% = ACh EC20, 100% = maximal ACh; activation, % at 3 µM; 0.4% of 360,000 active; AID 624126;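 active = activation above its plate's cutoff, the mean activation of sample wells plus 3 SD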; also: some results filed as inactive read as strong as hits
IDE inh = inhibitors of human insulin-degrading enzyme in cells. P14735. HEK cells, FAbetaB cleavage, fluorescence polarization. inhibition, % at 5.59 µM. 0.41% of 320,000 active;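 active = percent inhibition above the average of all tested compounds plus 3 SD, set per screening campaign, cut at about 16% in these data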;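 also: IDE supplied by intact live HEK cells; FP after avidin binding of uncleaved biotin substrate so inhibition keeps polarization high; 0% = DMSO wells and 100% = 60 µM reference IDE inhibitor Ii1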
The depositor's hits bear a star; nt = no result given.

SMILES	CRFR2-BP ag	CHRM4 antagonist	M5 PAM	CRFBP-R2 block	M4 ag	M5 ag	M5 antag	M4 PAM	IDE inh
COC(=O)C1=C(C)NC(=O)CC1c1ccccc1F (configuration not stated)	-0.5	6	8	0	2	3	-9	3	3
O=C(CCCCl)Nc1nc(-c2ccc3c(c2)OCCO3)cs1	0.1	0	5	-4	3	-1	-2	-1	-4
Cc1c(C(=O)O)cccc1-c1ccc(/C=N/Nc2ccc(Br)cc2)o1	-1.9	19	-3	2	3	-3	9	-7	-1
COC(=O)c1c(NC(=O)CN(c2ccc(C)c(C)c2)S(C)(=O)=O)sc2c1CCCC2	-1.3	-7	-1	7	0	-2	2	-2	6
COc1ccc(S(=O)(=O)N2CCOCC2)cc1NC(=O)[C@@H]1CCCN1C(=O)c1cccs1	1.7	1	10	7	0	1	5	-4	-1
COc1ccc(NC(=O)C2=C(C)C(=O)OC23CCC(C)CC3)c(OC)c1 (configuration not stated)	-2.6	-28	-1	21	4	1	-3	9	-3
CCc1cc(C(=O)N2CCN(c3ccccn3)CC2)sc1C	0.9	-3	1	0	7	2	1	14	2
CCCCn1c(N)c(N(CCC(C)C)C(=O)CCN2C(=O)C3CC=CCC3C2=O)c(=O)[nH]c1=O (configuration not stated)	-0.7	3	3	-4	0	-1	1	2	-7
Cc1ccc2c(c1)C1CN(C)CCC1N2C(=O)COc1ccc(N(C)S(=O)(=O)c2cccs2)cc1 (configuration not stated)	0.9	-9	-9	0	3	-11	10	-17	3
CC(=O)Cc1nsc(NC(=O)c2cccs2)n1	-0.6	4	11	11	0	-6	-6	2	-2
O=C(c1noc2c1CSc1ccccc1-2)N1CCN(c2ccc(Cl)cc2)CC1	1.6	2	1	-5	0	-3	7	-4	5
CNC(=O)c1nnn(Cc2ccccc2)c1NC(=O)C(F)(F)F	-0.6	-3	3	12	0	-4	-8	5	-4
COC(=O)Cc1c(C)c2ccc(OCC(=O)N(C)C3CCS(=O)(=O)C3)cc2oc1=O (configuration not stated)	1.6	-10	3	-5	0	-5	-9	8	2
CO/N=C/C(=N\Nc1cc(OC)cc(OC)c1)C(=O)c1ccccc1	4.2	3	1	-40	1	1	3	0	1
COC(=O)Cn1c2ccc(F)cc2c2nc(C)sc21	-2.0	2	-8	-23	0	0	6	1	15
CCOC(=O)c1c(NC(=O)COC(=O)c2nc(Cl)ccc2Cl)sc(C(=O)N(C)C)c1C	1.7	-19	-13	0	16	0	11	-5	3
O=C(C[n+]1ccc2ccccc2c1)c1ccccc1	1.2	-1	9	-8	0	-2	-7	5	-4
CCCCn1c(N)c(N(CCC(C)C)C(=O)COC(=O)c2cccnc2Cl)c(=O)[nH]c1=O	0.3	-19	0	-4	2	2	3	19	-2
COc1ccc(S(=O)(=O)NCCCN2CCOCC2)cc1F	0.4	-5	-4	1	1	-2	10	3	-3
CCOC(=O)c1cc2c(C(F)(F)F)cc(-c3cccnc3)nc2o1	-0.8	-2	-1	6	0	1	4	0	-1
Cc1cc(NC(=O)c2cccs2)cc(-c2nc3ncccc3o2)c1O	-1.3	-6	-4	-6	2	-1	-6	-5	-2
Cc1ccc2cc(CN(CC3CCCO3)C(=S)NCc3ccco3)c(=O)[nH]c2c1 (configuration not stated)	-1.2	-4	4	2	2	0	10	3	2
C/C(=N\Nc1nc2ccccc2[nH]1)c1cc2ccccc2o1	-1.1	-9	-2	-50	2	-4	2	10	2
CCn1c(NCc2cccc(OC)c2OC)nc2ccccc21	-0.7	-1	3	2	1	-3	-3	-3	4
Cn1nc([N+](=O)[O-])nc1Sc1cccc2cccnc12	-1.4	-12	6	2	1	-4	4	5	0

Compound profiles, from the list above:
COc1ccc(S(=O)(=O)NCCCN2CCOCC2)cc1F is listed with CRFR2-BP ag: 0.4; CHRM4 antagonist: -5; M5 PAM: -4; CRFBP-R2 block: 1; M4 ag: 1; M5 ag: -2; M5 antag: 10; M4 PAM: 3; IDE inh: -3
Cc1ccc2cc(CN(CC3CCCO3)C(=S)NCc3ccco3)c(=O)[nH]c2c1 (configuration not stated) is listed with CRFR2-BP ag: -1.2; CHRM4 antagonist: -4; M5 PAM: 4; CRFBP-R2 block: 2; M4 ag: 2; M5 ag: 0; M5 antag: 10; M4 PAM: 3; IDE inh: 2
Cc1cc(NC(=O)c2cccs2)cc(-c2nc3ncccc3o2)c1O is listed with CRFR2-BP ag: -1.3; CHRM4 antagonist: -6; M5 PAM: -4; CRFBP-R2 block: -6; M4 ag: 2; M5 ag: -1; M5 antag: -6; M4 PAM: -5; IDE inh: -2

Continued.
SMILES	CRFR2-BP ag	CHRM4 antagonist	M5 PAM	CRFBP-R2 block	M4 ag	M5 ag	M5 antag	M4 PAM	IDE inh
COc1ccc(C2CC=C(C(C)=O)CN2S(=O)(=O)c2ccccc2)cc1 (configuration not stated)	nt	-17	-2	nt	5	1	1	-6	nt
COc1cccc(/C=N/Nc2ccc(S(=O)(=O)O)cc2)c1O	1.1	6	-3	0	0	-2	-4	6	-4
CSc1ccc(CN2CCCC(CNC(=O)c3ccc(F)cc3)C2)cc1 (configuration not stated)	-5.6	-2	3	-4	2	-10	1	-3	6
CC(C)NC(=O)NC(=O)CSc1ncc(C(F)(F)F)cc1Cl	-3.0	-6	-1	-86	-2	-3	1	18	6
CCc1cccc(C)c1NC(=O)COC(=O)C(NS(=O)(=O)c1ccc(Cl)cc1)C(C)O (configuration not stated)	0.3	4	-5	17	1	1	7	4	3
O=C(c1ccc([N+](=O)[O-])cc1)N1CCN(Cc2ccccc2)CC1	-1.1	2	-2	19	2	-2	-3	-3	1
CCN(CC)C(=O)CSc1nc(Cc2ccccc2)nc2ccccc12	-1.9	-1	8	-5	5	5	-18	-5	nt
O=C(NCC1CCCO1)c1ccc2c(=O)n(CC3CCCO3)c(=S)[nH]c2c1 (configuration not stated)	2.1	4	-3	6	3	-3	1	1	0
CCCCCC(=O)OCCc1c(C)nc2nc[nH]n2c1=O	1.2	-5	2	1	2	-2	-6	22	1
Cc1c(NC(=O)c2cnn3c(C(F)(F)F)cc(-c4ccco4)nc23)c(=O)n(-c2ccccc2)n1C	-2.2	-5	2	12	1	-1	-1	-6	0
CCSc1nc2sc3c(c2c(=O)n1-c1ccccc1)CCN(C(C)C)C3	5.9	9	-2	6	0	-7	10	-4	nt
Cc1ccc(N2C(=O)CC(Sc3nc4ccccc4o3)C2=O)cc1Cl (configuration not stated)	0.8	0	-9	0	1	-3	2	-13	-2
O=C(COc1ccc2ccccc2c1)N1c2ccccc2Sc2ccccc21	18	2	-8	-23	5	4	-8	0	6
COc1ccc(Nc2c([N+](=O)[O-])ccc3c2=NC2(CCCCC2)N=3)cc1	-2.2	-2	3	26	-3	-6	10	-1	1
CCC1CCCN1Cn1cnc2c([nH]c3ccc(Cl)cc32)c1=O (configuration not stated)	-3.4	0	4	29	2	-4	-3	-3	17*
Cc1cccc(C)c1OCC(=O)Nc1ccccc1N1CCCCC1	2.9	-3	5	-7	0	-2	-9	-2	-1
COc1cc(NC(=O)c2ccc(-c3ccnn3C)c3ccoc23)cc(OC)c1OC	nt	-1	-10	nt	13	2	1	-9	nt
CC1CCCN(S(=O)(=O)c2ccc(C(=O)Nc3nnc(C4=COCCO4)o3)cc2)C1 (configuration not stated)	nt	5	5	nt	-1	-2	-1	-1	9
CC(Oc1ccc2c3c(c(=O)oc2c1)CCC3)C(=O)NCCCn1ccnc1 (configuration not stated)	-0.6	-14	6	-1	2	-6	-11	10	4
COCCOC1CCN(C(=O)C2CCC(=O)N(CCc3cccc(F)c3)C2)CC1 (configuration not stated)	1.5	9	0	-10	1	-5	7	-2	2
COc1ccc(C(=O)COC(=O)CNC(=O)c2cccs2)cc1Br	-0.5	-11	2	-10	2	-3	-1	-3	-3
O=C(CNC(=O)c1ccccc1F)NCCOc1cccc(Cl)c1Cl	-0.6	0	-7	4	1	0	5	4	-1
O=C(COC(=O)CCCSc1nc2ccccc2[nH]1)Nc1ccc(Cl)cc1	-1.4	4	-9	-5	5	1	5	-10	9
CCCN1CCN(C(=O)c2cc3c(s2)-c2ccccc2OC3)CC1	3.7	-2	0	9	3	-1	-1	2	2
CCCC(=O)N1CCCC(c2nc(-c3cccs3)no2)C1 (configuration not stated)	-1.9	3	-1	-12	0	0	0	0	2
Next part
SMILES	CRFR2-BP ag	CHRM4 antagonist	M5 PAM	CRFBP-R2 block	M4 ag	M5 ag	M5 antag	M4 PAM	IDE inh
CCc1cccc(NS(=O)(=O)c2c(C)[nH]c(=O)[nH]c2=O)c1	-4.3	2	-3	18	0	-1	8	1	nt
Nc1ccc(-c2n[nH]c(=O)c3ccccc23)cc1N	10	-3	-4	-18	1	-1	5	7	13
COc1ccccc1N1CCN(c2nc(C)cc(C)c2C#N)CC1	0.7	-16	4	-1	1	-5	8	10	3
Cc1cc(C)n2nc(C(=O)OCC(=O)N(C)Cc3ccccc3)nc2n1	0.1	-6	-3	-20	1	-4	-12	2	-2
CCOC(=O)CCCNC(=O)COC(=O)CCC(=O)c1ccc(F)cc1	-1.3	5	-5	-1	0	-4	1	2	0
O=[N+]([O-])c1cc(/C=N/O)ccc1Oc1cccc(Cl)c1	-0.6	-7	1	15	0	-3	1	-3	1
CCCCCCSc1cccc(-c2nc3ccc(C)cn3c2NCc2ccccc2)c1	0.9	14	-3	6	5	-2	14	-9	-2
COc1ccc(C)cc1NC(=O)CNC(c1ccccc1)c1ccc(C)cc1 (configuration not stated)	1.2	-8	3	8	-1	-6	-11	-1	2
OC(CNCc1ccc2c(c1)OCO2)COc1ccccc1 (configuration not stated)	-1.3	-8	-1	6	2	-8	-1	-6	5
Cn1c(=O)n(C)c2cc(NC(=O)COc3ccc(F)cc3F)ccc21	-0.5	1	-1	9	5	-4	21	-1	2
COc1ccccc1CNS(=O)(=O)c1cc(C(=O)NCC2CCCO2)c(Cl)cc1Cl (configuration not stated)	1.2	-8	-4	16	2	3	-2	2	4
Cc1ccc(C(=O)Nc2ccccc2C(=O)NC(Cc2ccccc2)C(=O)O)cc1 (configuration not stated)	-0.9	0	-2	4	0	2	-11	-7	3
COc1ccccc1CN(C)CC(=O)NC(=O)NC1CCCCC1	-1.1	2	11	-2	-1	4	-1	-5	-5
Clc1ccc(CN2CC[C@H]3C=CCc4cccc(c43)C2)cc1	-0.4	-9	-7	1	1	2	0	8	12
S=C(NN=Cc1ccccn1)Nc1ccccn1	-1.7	-5	-3	2	1	1	2	0	nt
COc1cc(CNCc2ccccc2Cl)ccc1OCC(=O)NC1CCCCC1	0.0	12	-4	1	4	-3	20	-7	11
O=C(c1cccs1)N(Cc1ccco1)C1CCS(=O)(=O)C1 (configuration not stated)	-0.9	1	-6	16	1	-1	0	5	-1
COc1cc(C(=O)NC(=S)Nc2csc(-c3ccc(F)cc3)n2)cc(OC)c1OC	1.3	-6	0	38	1	-3	0	13	5
CCOc1ccc(Br)cc1S(=O)(=O)NC(=O)c1ccccc1	0.1	9	-4	-6	0	-2	-7	-7	7
CCOC(=O)N1CCN(CC(=O)Nc2nnc(C(F)(F)F)s2)CC1	0.6	4	-4	9	0	0	5	1	1
CCCCOc1ccc(C(=O)NCCC(=O)NCCCC(=O)OCC)cc1	-2.7	3	2	-10	0	-3	9	-2	5
CC(C)NC(=O)C1(C)CN(S(C)(=O)=O)CC(=O)N1CCc1ccccc1 (configuration not stated)	nt	4	7	nt	1	1	-2	0	nt

An unsorted share of the library; about 2.9% have a hit in one of these screens.
